SKN-1 block – inhibitors of C. elegans SKN-1; C. elegans VP596 Pgst-4::GFP/RFP ratio, acrylamide-induced, 24 h; inhibition, % at 21.8 µM; actives 0.49% (n = 360,000);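 active = interference check ratio from 0.5 to 1.5 plus GFP to RFP signal ratio inhibition reaching or exceeding a fixed threshold, cut at about 30% in these data, passing the limit was not always enough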; note: some compounds called inactive have numbers as strong as hits
CendR NRP1 mod – modulators of CendR peptide binding to human neuropilin-1; O14786; FAM-RPARPAR peptide binding to NRP-1, fluorescence polarization; inhibition, % at 25 µM; actives 0.85% (n = 360,000); AID 602438;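 active = inhibition or corrected inhibition above about 18%, plus a signal ratio from 0.5 to 1.5, limit read from the data, passing the limit was not always enough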; note: strong numbers were not always called active
LMPTP block – blocks human LMPTP phosphatase. P24666. recombinant LMPTP-A, OMFP fluorogenic substrate, fluorescence intensity. inhibition, % at 20 µM. actives 0.22% (n = 360,000). AID 651560;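 active = compounds that cut the enzyme signal by at least half of the control window in the single-dose screen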;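 note: plate controls were DMSO wells with enzyme plus substrate for no effect and substrate without enzyme for full effect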
Target sequence (P24666 whole entry, looked up): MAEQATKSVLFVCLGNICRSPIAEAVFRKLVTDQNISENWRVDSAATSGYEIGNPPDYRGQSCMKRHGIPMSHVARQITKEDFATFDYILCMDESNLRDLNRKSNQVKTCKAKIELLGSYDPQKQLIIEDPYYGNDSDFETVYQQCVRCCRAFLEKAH
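Test system – LMPTP-A phosphatase enzyme · Quantity – 0.625 nM LMPTP-A final · Reagent – OMFP substrate, 400 µM final · Dosing – one test concentration per compound, 20 µM, with 3% DMSO overall · Timing – 50 min enzyme reaction at room temperature, protected from light · Detection – fluorescence intensity · Controls – substrate-only low control, DMSO enzyme-plus-substrate high control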
NadD inh – NadD (S. aureus) enzyme inhibition | purified NadD enzyme, colorimetric absorbance read-out | inhibition, % at 20 µM | actives 0.78% (n = 360,000) | AID 602399; in the data active = inhibition above about 26%; note: some compounds past the cut are filed as inactive
SUMO1 PPI mod – SUMO1-SIM interaction modulation | AID 602429 | inhibition, % at 20 µM | SUMO1 binding to a labelled peptide, TR-FRET, 1 h | P63165 | actives 0.33% (n = 360,000); in the data active = inhibition above about 37%
Target sequence (P63165 whole entry, looked up): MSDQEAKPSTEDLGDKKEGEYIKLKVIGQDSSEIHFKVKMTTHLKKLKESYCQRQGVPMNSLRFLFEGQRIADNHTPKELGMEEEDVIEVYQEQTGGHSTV
DNMT1 block – inhibitors of human DNMT1; DNMT1 molecular beacon, Hinp1I cleavage, fluorescence; inhibition (reported as % activation of signal), % at 10 µM; actives 0.83% (n = 360,000); in the data active = inhibition above about 50%
Scp1 inh – inhibitors of human Scp-1 phosphatase; Q9GZU7; Recombinant Scp1, phosphopeptide, malachite green phosphate absorbance; inhibition, % at 20 µM; actives 0.88% (n = 340,000);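 active = inhibition above about 50% at 20 µM, limit read from the data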;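 note: plate controls were DMSO wells with enzyme for no effect and wells lacking enzyme for full effect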
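System: truncated SCP-1 phosphatase (76-261aa); medium: Tris acetate buffer pH 5.5 with MgCl2 and Tween-20; incubation: 45 min room-temperature reaction, 5 min colour, 30 min stabiliser; compound: single 20 µM dose, 1% DMSO; reagent: Phosphorylated 17-residue peptide substrate; read-out: % inhibition at 20 µM; technique: colorimetric free-phosphate detection, absorbance 630 nm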
STEP inh – inhibitors of human striatal-enriched phosphatase STEP. P54829. recombinant STEP, OMFP fluorogenic substrate, fluorescence. inhibition, % at 20 µM. actives 0.25% (n = 360,000). AID 588621;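 active = inhibition at 20 µM, scaled per plate between control wells, above about 37%, limit read from the data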;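 note: 0% = DMSO with enzyme and substrate and 100% = substrate only without enzyme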
Target sequence (P54829 whole entry, looked up): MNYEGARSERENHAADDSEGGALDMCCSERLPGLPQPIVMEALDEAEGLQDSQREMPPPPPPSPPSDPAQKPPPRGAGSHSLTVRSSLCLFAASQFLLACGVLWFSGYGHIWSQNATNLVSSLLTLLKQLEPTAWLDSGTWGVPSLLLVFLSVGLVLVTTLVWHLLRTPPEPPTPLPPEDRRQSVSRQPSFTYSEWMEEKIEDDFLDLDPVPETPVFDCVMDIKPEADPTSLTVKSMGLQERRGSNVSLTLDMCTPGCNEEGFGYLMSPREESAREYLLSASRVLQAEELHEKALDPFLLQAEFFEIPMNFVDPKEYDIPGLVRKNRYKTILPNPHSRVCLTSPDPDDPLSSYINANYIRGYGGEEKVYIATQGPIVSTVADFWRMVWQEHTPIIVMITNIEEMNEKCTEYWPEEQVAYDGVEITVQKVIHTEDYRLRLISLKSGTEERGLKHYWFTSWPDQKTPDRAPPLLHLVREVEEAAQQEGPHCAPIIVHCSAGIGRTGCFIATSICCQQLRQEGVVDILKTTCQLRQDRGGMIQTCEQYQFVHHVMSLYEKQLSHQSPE
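Assay system: isolated STEP enzyme. Buffer or medium: pH 6.0 Bis-Tris with DTT and Tween 20. Also added: fluorogenic phosphatase substrate OMFP at 25 µM final. Dosing: 20 µM, 1% DMSO. Timing: 20 min reaction, room temperature, in the dark. Measured by: fluorescence intensity, excitation 480 nm, emission 540 nm. Evaluation: normalized % inhibition.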
TbMetRS inhib – Trypanosoma brucei MetRS inhibition | actives 0.4% (n = 360,000) | purified T. brucei MetRS, ATP depletion, Kinase-Glo luminescence | AID 624268 | inhibition, % at 11.9 µM;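 active = inhibition above a per-plate cutoff of the control wells' mean inhibition plus 3 SD, cut at about 5.5% in these data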;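 note: 0% = DMSO wells median and 100% = median of wells with control inhibitor compound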
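technique = Kinase-Glo luminescence, ATP depletion format | system = purified MetRS (methionyl-tRNA synthetase) enzyme from Trypanosoma brucei | timing = 15 min preincubation, 2 h reaction, all 25 °C | evaluation = percent inhibition versus plate control medians | dosing = single dose, 11.9 µM final nominal, 0.9% final DMSO | also added = substrates ATP, L-methionine and bulk Escherichia coli tRNA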
Neddylation inh – inhibitors of human cullin neddylation; P61081+Q13564; TR-FRET cullin neddylation, biochemical; calls only at 25 µM; actives 0.58% (n = 360,000); in the data active = inhibition above about 36%
* hit, by the source's call; i = inactive; x = no result given.

Compound	Scp1 inh	SUMO1 PPI mod	STEP inh	TbMetRS inhib	LMPTP block	DNMT1 block	Neddylation inh	NadD inh	SKN-1 block	CendR NRP1 mod
COc1ccc(C(C)=NNC(=O)c2cccc(S(=O)(=O)N3CCCC3)c2)cc1	-1	-3	0	0.0	-1.5	1	i	-2	-4	3
CC(C)Cc1nnc(NC(=O)C2CCCC2)s1	2	2	-1	-0.8	0.5	1	i	-3	-12	18
O=C(O)CN1C(=O)/C(=C\c2ccc(OC(=O)c3ccco3)cc2)SC1=S	6	-26	15	8.8*	1.9	0	i	2	2	-173
CC(c1nnc(SCC(=O)Nc2cccnc2Cl)n1-c1ccccc1)N(C)C (stereo unspecified)	-5	5	0	-0.3	-0.8	-2	i	-2	2	-6
O=C(CC1C(=O)NCCN1Cc1ccccc1)NC1CCCCCC1 (stereo unspecified)	-5	-5	1	-0.8	-2.8	-7	i	1	20	3
CCN(C[C@H]1N[C@@](CC)(C(=O)OC)[C@H]2C(=O)N(Cc3ccccc3)C(=O)[C@@H]12)S(=O)(=O)c1ccc(OC(F)(F)F)cc1	-5	-2	1	1.7	1.8	-1	i	3	18	-1
O=C(Nc1ccccc1)C(O)C(O)C(=O)Nc1ccccc1 (stereo unspecified)	1	1	-1	-0.8	-1.7	-1	i	1	-13	-12
CCCOc1ccccc1NC(=O)c1c(-c2ccccc2)noc1C	-15	5	0	-0.6	0.3	2	i	-2	7	5
O=C(Cn1nnc(-c2cccs2)n1)NCc1cccs1	-9	7	1	-0.2	0.3	0	i	-3	6	0
Cc1ccc(Oc2cc(-n3nc(C)cc3C)ncn2)cc1	-10	0	1	-0.2	1.7	4	i	-3	6	-10
Cc1c(C(=O)Nc2ccc(F)cc2)nnn1-c1cccc(C(F)(F)F)c1	-1	-1	-10	-0.3	0.9	2	i	-1	6	2
O=C(Nc1cc(C(F)(F)F)ccc1Cl)C(Sc1ccccn1)c1ccccc1 (stereo unspecified)	-11	1	-1	0.9	3.6	-1	i	-5	5	-7
Cc1ccccc1-c1cc(C(=O)Nc2sc(C)c(C)c2C(N)=O)c2ccccc2n1	-8	2	5	-0.4	2.9	-23	i	20	1	-2
CCN(CC)C(=O)Cn1cc(C(=O)C(=O)N(C)C2CCN(C)CC2)c2ccccc21	-1	-2	2	-0.2	-0.5	0	i	-6	-9	-10
COc1ccc(CCNC(=O)CSc2nc(C)cc(C)n2)cc1OC	1	-2	-2	-0.3	-0.6	0	i	-6	5	10
CCCCCc1ccc(-c2ccc(OC)cc2)nc1	-3	2	4	0.1	2.6	8	i	2	21	8
O=S(=O)(Nc1ccccc1N1CCOCC1)c1ccc(Cl)s1	5	-3	-1	-1.2	-1.4	0	i	-1	-8	-6
COc1ccccc1-c1nnc(NC(=O)c2ccc3ncsc3c2)o1	-7	16	1	0.1	3.9	3	i	14	2	-3
O=[N+]([O-])c1ccc(CNc2ccc(F)cc2)s1	-6	-33	-2	-0.4	0.7	-4	i	-8	17	-6
CCN(CC(=O)NCc1cccs1)C(=O)/C=C/c1ccc(C)cc1	-5	-13	-5	-0.3	-5.4	2	i	2	2	-3
COc1ccccc1NC(=O)COc1cc(Br)c(CNCCCN2CCOCC2)cc1OC	-1	-4	-1	0.0	-2.3	0	i	-13	-1	-5
COc1ccc(N2CCN(C(=O)CCCn3c(=O)[nH]c4cc(Cl)ccc4c3=O)CC2)cc1	-8	-3	3	0.6	-0.7	-3	i	-4	7	-4
c1ccc(CSC2=NCCCN2)cc1	-8	3	0	1.2	-1.5	1	i	-2	3	4
CC[N+](CC)(CC)CCOc1ccc(/C=C/c2ccccc2)cc1	74*	-21	2	-0.4	-0.1	3	i	5	17	-8
C/C(O)=C(/N=O)C(=O)Nc1ccccc1	0	-3	-2	-0.7	-0.2	-5	i	0	4	9
COc1cc(C(=O)NC(=S)NNC(=O)c2ccc3c(c2)OCO3)cc(OC)c1OC	-10	7	1	-0.8	2.0	2	i	9	-5	-8
CC(=O)C(=Nc1cccc(Cl)c1)NNc1ccccc1C	3	-3	0	0.4	2.3	-4	i	1	-3	-8
Cc1cc(NC(=O)C(C)C)ncc1NC(=O)Cc1ccccc1	-2	2	3	0.0	1.3	2	i	-3	19	6
COCCNC(=O)CN(c1cc(Cl)ccc1OC)S(=O)(=O)c1ccc(C)c([N+](=O)[O-])c1	-1	-9	-2	-0.1	-0.4	0	i	-3	2	1
O=C(Nc1ccc(Cl)cc1)C1Cc2c(-c3ccccc3)ccnc2O1 (stereo unspecified)	x	1	-3	-0.1	0.8	1	i	6	11	-12
COc1cccc(NC(=O)CN(C)C(=O)c2cc(S(=O)(=O)NCc3ccccc3)ccc2C)c1	-13	1	-2	-0.3	0.7	-4	i	-1	24	2
COC(=O)c1c(NC(=O)CN2CCN(Cc3ccc4c(c3)OCO4)CC2)sc(C)c1C	-7	-1	0	-1.6	2.0	-10	i	-3	36*	3
COc1ccc(OCc2nc3ccccc3n2C(C)C)cc1	1	3	3	-0.1	0.6	5	i	-2	-15	1
COC(=O)c1nn(-c2cccc(C(F)(F)F)c2)ccc1=O	-7	1	-2	-0.7	-1.1	-1	i	-3	19	-3
COc1ccc(CCNC(=O)Cn2nnc(-c3ccc(N(C)C)cc3)n2)cc1OC	2	0	-2	0.0	2.7	-2	i	1	-8	-10
COC(=O)CN1CCN(C(=O)c2ccc(F)cc2)c2ccccc2C1	-7	-2	-3	-1.9	-0.8	-1	i	4	-7	19
COc1ccccc1CC(=O)N1CCCC1	-5	1	0	-0.3	0.1	0	i	0	-7	-6
CCOC(=O)c1c(NC(=O)COc2ncnc3ccccc23)sc(C(C)=O)c1C	-5	-3	-2	-0.7	0.8	-2	i	6	12	-21
N#C/C(=N/Nc1ccccc1F)C(=N)N1CCOCC1	-3	-11	-1	-0.3	1.1	-5	i	-3	11	2
CS(=O)(=O)NCc1ccc(C(=O)NCc2ccccc2)cc1	-7	2	4	0.6	-0.1	0	i	-2	6	-26
O=C(COc1ccc(Cl)cc1)NNC(=O)c1ccc(=O)[nH]c1	59*	-3	2	-0.2	0.0	1	i	1	8	8
O=C(Nc1ccccc1Br)c1ccc2nccnc2c1	-19	-19	-1	-0.7	-1.3	0	i	3	10	8
Clc1ccc(Nc2nc(N3CCOCC3)nc(N3CCOCC3)n2)cc1Cl	-5	2	0	0.2	1.9	0	i	2	3	4
CCc1nc2ccc(C(=O)Nc3cccc(OCC(=O)N(C)C)c3)cn2c1N(C)C(=O)c1cccc(OC)c1	x	9	-1	-0.2	-0.2	0	i	2	14	-7
O=C(NC(=O)N1CCCCC1)c1ccc(Cl)cc1	-8	3	1	-0.2	-1.1	2	i	1	-2	7
Cn1ccnc1C(O)c1ccco1 (stereo unspecified)	14	-5	-1	-0.6	-2.5	0	i	2	-13	4
COc1ccc(C2c3[nH]c4ccccc4c3C[C@H]3C(=O)N(CCCO)CC(=O)N23)c(OC)c1 (stereo partly specified)	-4	2	1	0.1	0.4	-1	i	2	-5	5
CCOC(=O)CC(=O)CSc1ncc(C(=O)OCC)c(N)n1	-7	-2	-2	-1.3	0.5	0	i	3	18	1
CC(OC(=O)Cc1ccc(Cl)cc1)C(=O)NC1CCCCC1C (stereo unspecified)	-2	-1	0	-0.6	-0.2	0	i	1	-18	0
Cc1ccc(N2C(=O)[C@@H]3[C@H](C2=O)C2c4ccccc4C=CN2[C@@H]3C(=O)c2ccco2)cc1 (stereo partly specified)	6	-3	0	0.3	1.4	-9	i	15	12	-8

Laid out differently: entries from further up
Values in the order: Scp1 inh | SUMO1 PPI mod | STEP inh | TbMetRS inhib | LMPTP block | DNMT1 block | Neddylation inh | NadD inh | SKN-1 block | CendR NRP1 mod
COC(=O)CN1CCN(C(=O)c2ccc(F)cc2)c2ccccc2C1
  -7 | -2 | -3 | -1.9 | -0.8 | -1 | i | 4 | -7 | 19
COc1ccccc1CC(=O)N1CCCC1
  -5 | 1 | 0 | -0.3 | 0.1 | 0 | i | 0 | -7 | -6

More records.
Compound	Scp1 inh	SUMO1 PPI mod	STEP inh	TbMetRS inhib	LMPTP block	DNMT1 block	Neddylation inh	NadD inh	SKN-1 block	CendR NRP1 mod
Nc1nc(-c2ccccc2)c(CC(=O)O)s1	x	-3	2	-0.2	0.1	-4	i	-2	12	0
Cc1ccc2nc(SC(C)C(=O)N3CCCCC3)[nH]c2c1 (stereo unspecified)	0	3	-2	1.4	0.4	0	i	3	5	5
Cc1nn(C)c(C)c1S(=O)(=O)N(CC(=O)NCCCN1CC(C)CC(C)C1)c1ccc(C(C)C)cc1 (stereo unspecified)	8	-3	-1	-1.1	-0.4	0	i	-9	4	7
Brc1ccc2[nH]c3c(c2c1)CCC3	-9	3	4	-0.4	3.3	-7	i	1	22	-16
COc1ccc(-c2nnn(CC(=O)N(CC3CCCO3)C(C(=O)NC(C)(C)C)c3ccco3)n2)cc1OC (stereo unspecified)	-8	3	-1	-0.4	1.5	0	i	3	10	11
